# TrxR1 inh: inhibitors of rat thioredoxin reductase 1; recombinant rTrxR1, NADPH fluorescence consumption, selenite substrate; O89049; AID 588453; 390,000 tested, 1% active; Potency, µM (doses to about 114 µM), without a hit: at the highest dose activity change, negative = inhibition, usual class: inhibitors; note: potency is the fitted concentration of half-maximal effect; % is set by controls: 0 for no effect and ±100 for the full control effect; nearly all actives have a fitted effect of over 65% in size
#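 Rat TrxR1 (90 nM in the dispensed reagent) was pre-reduced with 400 uM NADPH for 5 min at room temperature, then incubated with compound for 15 min. After 400 uM selenite was added, NADPH fluorescence (Ex 340/Em 450 nm) was followed for 8 min.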
# PI4K2A block: blocks human PI4K2A kinase activity | Q9BTU6 | purified PI4K2A, ADP-Glo luminescence, 1 h; stronger effect = lower value | activity change, negative = inhibition, % at 76.9 µM | 420,000 tested, 0.13% active | AID 1346378; in the data active = activity change below about -50%; inconclusive = mostly about -30% to -49%;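 note: -100% = wells without enzyme as full effect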
#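 ADP-Glo luminescence measured ADP generated by PI4K2A enzyme (4 ug/mL before mixing) with 1.2 mM PI substrate (pre-mix) and 300 microM ATP (pre-mix). Tris pH7.5 buffer with MgCl2, Triton X-100; 1 h reaction at ambient temperature.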
# HP1b binding inh: blocks HP1-beta chromodomain binding to methylated histone tails; P83916; AlphaScreen HP1-beta / biotin-H3K9me3 peptide binding; Potency, µM (series often up to 114 µM), inactives show at the highest dose activity change, negative = inhibition, actives largely listed as inhibitors; 390,000 tested, 0.56% active; note: potency is the fitted concentration of half-maximal effect; nearly all actives have a fitted effect of over 70% in size; inactives centre near 23
# Target sequence (P83916 whole entry, looked up): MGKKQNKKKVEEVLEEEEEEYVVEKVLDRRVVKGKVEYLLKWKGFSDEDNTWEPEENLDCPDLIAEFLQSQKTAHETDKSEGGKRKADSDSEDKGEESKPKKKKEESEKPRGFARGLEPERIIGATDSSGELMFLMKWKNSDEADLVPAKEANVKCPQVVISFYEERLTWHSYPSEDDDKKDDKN
#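 Compound inhibition of the preformed complex between 50 nM HP1-beta and 50 nM biotinylated H3K9me3 peptide was read by AlphaScreen. Buffer was PBS pH 7.4 with 0.01% Tween-20. Incubations ran 30 min at room temperature, with 10 ug/mL donor/acceptor beads.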
# GLS inh: inhibitors of human glutaminase (GLS); O94925; 410,000 tested, 0.21% active; Potency, µM (doses to about 45.5 µM), for the others: top-dose activity change, negative = inhibition, usual class: inhibitors; GLS enzymatic activity, qHTS titration; note: potency is the fitted concentration of half-maximal effect; % is set by controls: 0 for no effect and ±100 for the full control effect
#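 Enzyme dispensed in phosphate buffer (45 mM, pH 8.2, 0.02% Tween-20), compounds pinned in, then 1 mM L-glutamine solution and the glutamate oxidase–HRP–Amplex Red mix added; fluorescence read immediately and again after 30 min at room temperature.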
# mIDH1 inhibitor: inhibitors of human mutant IDH1 R132H; O75874; IDH1-R132H enzyme, NADPH consumption, diaphorase/resazurin fluorescence; Potency, µM (top dose mostly 76.6 µM), for the others: top-dose activity change, negative = inhibition, actives largely listed as inhibitors; 390,000 tested, 0.093% active; note: potency is the fitted concentration of half-maximal effect; % is set by controls: 0 for no effect and ±100 for the full control effect; nearly all actives have a fitted effect of over 65% in size
#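 IDH1-R132H (0.5 ug/mL) preincubated 30 min with compound, then NADPH (0.016 mM) and alpha-KG (2 mM) added; 80 min at RT, pH 7.5. Remaining NADPH coupled via diaphorase/resazurin to fluorescence (540/590 nm); concentration-response curves normalized to no-enzyme control.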
# Pin1 inhibitor: blocks the human prolyl isomerase Pin1; 390,000 tested, 0.009% active; Pin1 FP peptide displacement, HiFluor488, 10 min; Q13526; Potency, µM (series often up to 115 µM), for the others: at the highest dose activity, negative = inhibition, most hits filed as inhibitors; active = well fitted inhibition curve with a large enough effect in the polarisation, with a control signal flat, not every such curve was filed as active; inconclusive = small, poorly fitted or top-dose-only effect, or effect the other way, or a change in a side signal; inactive = no such curve, though single readings can be large or run the other way; the % refers to the polarisation; note: potency is the fitted concentration of half-maximal effect; % is set by controls: 0 for no effect and ±100 for the full control effect
# Target sequence (Q13526 whole entry, looked up): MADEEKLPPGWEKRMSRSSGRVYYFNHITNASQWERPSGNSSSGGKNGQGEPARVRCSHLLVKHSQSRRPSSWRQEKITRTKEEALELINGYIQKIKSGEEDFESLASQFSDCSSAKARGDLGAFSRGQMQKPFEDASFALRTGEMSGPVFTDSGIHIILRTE
# PGK inhibitor: T. brucei PGK inhibition; 380,000 tested, 0.043% active; PGK/GAPDH coupled, Kinase-Glo luminescence, 60 min; Potency, µM (highest dose often 57.5 µM), for the others: top-dose activity change, negative = inhibition, actives largely listed as inhibitors; note: potency is the fitted concentration of half-maximal effect; % is set by controls: 0 for no effect and ±100 for the full control effect; nearly all actives have a fitted effect of over 60% in size
# Target sequence (P07378 whole entry, looked up): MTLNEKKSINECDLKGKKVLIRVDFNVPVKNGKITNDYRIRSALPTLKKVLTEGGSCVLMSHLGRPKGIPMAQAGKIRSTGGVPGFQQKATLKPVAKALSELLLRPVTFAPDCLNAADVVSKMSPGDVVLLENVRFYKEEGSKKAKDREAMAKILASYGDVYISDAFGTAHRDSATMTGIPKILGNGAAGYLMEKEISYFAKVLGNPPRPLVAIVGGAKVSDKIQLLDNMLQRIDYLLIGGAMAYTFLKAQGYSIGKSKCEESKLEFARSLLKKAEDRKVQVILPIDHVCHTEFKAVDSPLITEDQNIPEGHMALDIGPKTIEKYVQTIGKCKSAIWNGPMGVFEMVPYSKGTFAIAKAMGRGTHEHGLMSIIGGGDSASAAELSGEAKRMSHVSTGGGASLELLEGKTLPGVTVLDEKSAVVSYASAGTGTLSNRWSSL
#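 Luminescent ATP detection (Kinase-Glo Plus) follows a 60-minute room-temperature incubation, with wells lacking PGK as controls. Buffer: 100 mM TEA (pH 7.6), 5 mM MgCl2, 0.01% Tween-20. Coupling enzyme GAPDH (100 nM final) supplies unstable 1,3-BPG in-well.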
# TrxR1 substrate: substrates of rat thioredoxin reductase 1; O89049; purified TrxR1 substrate turnover, NADPH consumption readout; Potency, µM (doses to about 114 µM), for inactives: top-dose activity change, negative = substrate turnover; 390,000 tested, 0.01% active; AID 588456; note: potency is the fitted concentration of half-maximal effect; % is set by controls: 0 for no effect and ±100 for the full control effect; nearly all actives have a fitted effect of over 50% in size
#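 Rat TrxR1, dispensed at 90 nM, was prereduced with 400 uM NADPH (final) for 5 min at ~22 deg C, then incubated with compound 15 min before 400 uM selenite. A first-read NADPH fluorescence drop versus no-compound background flagged substrates.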
# USP1-UAF1 inh: inhibitors of human USP1/UAF1 deubiquitinase | recombinant USP1/UAF1, Ub-Rhodamine cleavage fluorescence | Potency, µM (doses to about 57.1 µM), without a hit: top-dose activity change, negative = inhibition, usual class: inhibitors | 390,000 tested, 0.23% active | AID 743255; note: potency is the fitted concentration of half-maximal effect; % is set by controls: 0 for no effect and ±100 for the full control effect; nearly all actives have a fitted effect of over 60% in size; inactives centre near -12
#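 Step one: compound is pinned into 1nM USP1/UAF1 in HEPES pH 7.8 buffer with TCEP. Step two: 15 min room-temperature incubation. Step three: Ub-Rho (150nM final) starts cleavage, tracked by fluorescence over six one-minute reads.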
# * marks the source's active call; other numbers are inactive results; i = inactive; ? = inconclusive; nt = not tested or not shown; & = joins results of further samples; [ ] = another dose, or the depositor's remark. Unless noted, calls come from the whole dose curve; as a rule, active = well fitted curve in the direction sought with a large enough effect; inconclusive = small, poorly fitted or top-dose-only effect, or another doubt; inactive = no such curve, though single readings can be large; an effect the other way counts as inactive or inconclusive. Not all compounds are listed; the hit share may differ from the screen's.
# Under each structure: TrxR1 inh	PI4K2A block	HP1b binding inh	GLS inh	mIDH1 inhibitor	Pin1 inhibitor	PGK inhibitor	TrxR1 substrate	USP1-UAF1 inh
> CCCCC(=O)NC(c1ccc(N(CC)CC)cc1)c1ccc2cccnc2c1O (stereo unspecified)
    11%	0	20%	58%[activator]	-6%	5%	3%	-2%	-21%
> Cc1cccc(NS(=O)(=O)c2ccc(S(=O)(=O)N3CCCC3)cc2)c1
    nt	-5	nt	5%	1%	nt	-9%	nt	-27%
> Cc1ccccc1OCC(=O)Nc1nnc(-c2ccco2)s1
    12%[57.1 µM]	-1	23%	5%	4%	16%	7%	9%	-2%
> Cc1cc(C)cc(N(CC(=O)NC(C)(C)C)C(=O)CCC(=O)Nc2ccccn2)c1
    15%	-1	25%	10%	-2%	-2%	-6%	-5%	-7%
> CC(C)N(CCCNC(=O)c1ccc(CS(=O)(=O)c2c(Cl)cccc2Cl)o1)Cc1ccccc1
    9%	1	21%	20%	11%	-6%	-1%	-1%	-4%
> O=C(NC1CCCCC1)C(=S)N1CCCC1
    10%	2	53%[activator]	-8%	10%	-10%	-9%	3%	-20%
> COc1cc(C)c(S(=O)(=O)N2CCOCC2)cc1C
    15%[57.1 µM]	2	20%	-9%	0%	-2%	nt	5%[57.1 µM]	-11%
> Cn1c(SCC(=O)Nc2ccc(N3CCOCC3)cc2)nnc1-c1ccccc1
    18%	7	2%	21%	5%	5%	nt	11%	-7%
> CCC(=O)N1CCN=C1SCc1cc(C)ccc1C
    9%	0	31%	-4%	-3%	-2%	13%	2%	-13%
> CC(=O)Nc1ccc(S(=O)(=O)NN=Cc2ccc(Cl)c(Cl)c2)cc1
    2%	0	-7%	-3%	-7%	2%	i	-7%[57.1 µM]	0%
> CCOC(=O)c1cnc2c(c(C)nn2C)c1Oc1ccc(OC)cc1
    -10%	-1	52%[activator]	-2%	1%	-1%	-11%	-12%	-20%
> COc1ccc(C)cc1NC(=O)C1CCCN(S(=O)(=O)c2cccc3nonc23)C1 (stereo unspecified)
    -11%	3	2%	1%	-9%	2%	-7%	-13%	-11%
> Cc1ccc(NC(=O)c2oc3ccc(S(=O)(=O)N4CCC5(CC4)OCCO5)cc3c2C)cc1C
    15%[57.1 µM]	2&-3	6%&20%	4%&1%	-6%&-3%	-5%&25%	6%&-2%	3%[57.1 µM]	?
> CC(=O)c1cccc(NC(=O)N2CCCC2C(=O)NCc2ccc3c(c2)OCO3)c1 (stereo unspecified)
    16%	0	22%	4%	11%	-7%	-15%	5%	-33%
> O=C(NCc1ccccn1)C(C(=O)c1cccc([N+](=O)[O-])c1)n1cc(Cl)ccc1=O (stereo unspecified)
    15%	1	29%	1%	0%	-1%	3%	3%	-24%
> O=S(=O)(NCCNc1ncc(C(F)(F)F)cc1Cl)C(F)(F)F
    5%[57.1 µM]	-16	35%	55%[activator]	-2%	1%	-2%	3%[57.1 µM]	-24%
> CC(=O)Nc1ccc(OS(=O)(=O)c2ccc(Cl)cc2)cc1
    21%	0	35%[activator]	9%	4%	-8%	-4%	2%[0.457 µM]	-7%
> CCOC(=O)c1c(Nc2ccccc2N)cc(C)nc1C
    -17%	0	20%	28%	2%	-3%	0%	-14%	3%
> COc1cccc(NC(=O)COC(=O)C2C3CC4OC(=O)C2C4C3)c1 (stereo unspecified)
    13%	-1	21%	10%	6%	-8%	0%	3%	-20%
> Cn1cc(-c2ccccc2C(N)=O)c(=O)c2ccccc21
    20%[57.1 µM]	-3	29%	-12%	1%	-3%	-6%	-5%[57.1 µM]	-16%
> CCOP(=O)(OCC)/C(C#N)=C(\O)c1ccc(OC)cc1
    12%	-4	26%	1%	0%	-2%	3%	-2%	0%
> O=C(Nc1sc2c(c1-c1nc3ccccc3[nH]1)CCCC2)C1CCCC1
    ?	1	64%[activator]	-3%	2%	10%	3%	39%[activator]	-22%
> COc1ccccc1C(c1nnnn1CCc1ccccc1)N1CCN(c2ccccc2)CC1 (stereo unspecified)
    11%	0	-1%	19%	2%	-1%	i	4%	-15%
> Cc1nnc(NC(=O)CSc2ccccn2)s1
    4%	0	36%	3%	10%	-6%	-4%	1%	-12%
> CCNC(=O)c1ccc(C2SCC(=O)N2CCc2ccccc2)cc1 (stereo unspecified)
    13%[57.1 µM]	0	24%	-14%	6%	6%	-2%	5%	?
> CCC(=O)N1c2ccccc2C(N(C(=O)CC)c2ccccc2)CC1C (stereo unspecified)
    21%[57.1 µM]	1	23%	0%	5%	2%	3%	10%[57.1 µM]	-15%
> CCN(c1ccccc1)S(=O)(=O)c1ccc(C(=O)Nc2cccc(C)n2)cc1
    4%	1	34%	4%	-5%	3%	1%	-3%	-4%
> CC(C)c1ccc(/C=c2\sc3n(c2=O)C(N)=C(C#N)C(c2ccc(C(C)C)cc2)C=3C(N)=O)cc1 (stereo unspecified)
    -13%	1	17%	-14%	-3%	13%	2%	-3%	-3%
> Cn1c(CN2CCOCC2)nc2cc(NC(=O)c3ccc(F)cc3)ccc21
    8%	-1	14%	-2%	1%	1%	i	8%	-3%
> CSc1cccc(NC(=O)CSc2nnc(C)s2)c1
    1%	-4	10%	-3%	5%	2%	-3%	-6%	-3%

# Quoted from the listing:
# Under mIDH1 inhibitor, `CCC(=O)N1c2ccccc2C(N(C(=O)CC)c2ccccc2)CC1C` (stereo unspecified) has 5%
# Under USP1-UAF1 inh, `O=S(=O)(NCCNc1ncc(C(F)(F)F)cc1Cl)C(F)(F)F` has -24%
# Under HP1b binding inh, `Cc1nnc(NC(=O)CSc2ccccn2)s1` has 36%
# Under PGK inhibitor, `CCOP(=O)(OCC)/C(C#N)=C(\O)c1ccc(OC)cc1` has 3%
# Under GLS inh, `COc1ccccc1C(c1nnnn1CCc1ccccc1)N1CCN(c2ccccc2)CC1` (stereo unspecified) has 19%
# Under mIDH1 inhibitor, `CC(=O)Nc1ccc(OS(=O)(=O)c2ccc(Cl)cc2)cc1` has 4%

# More structures:
# Under each structure: TrxR1 inh	PI4K2A block	HP1b binding inh	GLS inh	mIDH1 inhibitor	Pin1 inhibitor	PGK inhibitor	TrxR1 substrate	USP1-UAF1 inh
> O=C(O)c1cccc2c1C(=O)c1ccccc1C2=O
    -9%	13	51%[activator]	5%	-20%	0%	2%	-7%	3%
> CCNC(=S)NS(=O)(=O)c1ccc(C)cc1
    ?	1	8%	5%	-2%	1%	6%	-1%	-15%
> CCc1cnc2c(c1SCC(=O)c1ccc(Cl)cc1)c(=O)n(C)c(=O)n2C
    9%[57.1 µM]	-1	31%	-4%	-8%	-3%	-2%	-6%[57.1 µM]	?
> CO/N=C(\C)C(Cc1ccc(Cl)nc1)Cc1ccc(Cl)nc1
    5%	0	18%	2%	2%	-12%	-1%	-4%	-11%
> N#Cc1c(F)cccc1N1CCC(C#N)CC1
    15%[57.1 µM]	3	10%	6%	1%	-1%	4%	60%	-11%
> O=C(O)CCCCCN1C(=O)CCC1=O
    14%	-1	59%[activator]	5%	0%	-1%	1%	1%	-19%
> O=C(CN1CC(=O)Oc2ccccc21)OCC(=O)c1ccccc1
    27%[57.1 µM]	-2	45%[activator]	82%[activator]	1%	?	nt	0%	0%
> CCC(=O)NC(=S)Nc1cccc(Cl)c1N1CCCC1
    32%[activator]	6	-3%	-2%	-2%	0%	i	0%	-3%
> Cc1ccc(NC(=O)Nc2nnc(N3CCCC3)s2)cc1
    4%	-2	47%[activator]	-14%	1%	3%	-9%	-5%	-8%
> Cc1nn(CC(=O)NCc2ccccc2)c(=O)c2cccn12
    26%	-1	45%[activator]	4%	2%	-3%	-16%	3%	-27%
> COc1ccc(NC(=O)C(NS(=O)(=O)c2ccc3c(c2)CCCC(=O)N3)C(C)C)c(OC)c1 (stereo unspecified)
    12%[57.1 µM]	-2	22%	-10%	-3%	-13%	7%	1%[57.1 µM]	-7%
> Cc1cccc(-n2cc(CN3CCN(Cc4nccn4C)CC3)c(-c3cccc(F)c3)n2)c1
    13%	-2	-10%	14%	-5%	-2%	7%	4%	-6%
> CC(C)C(=O)N1CCc2cc(-c3csc(N)n3)ccc21
    11%	6	-22%	2%	-20%	5%	nt	4%[57.1 µM]	-12%
> CCOP(=O)(Cc1ccc(C(C)(C)CC(C)=O)o1)OCC
    ?	-2	18%	1%	-5%	1%	7%	-1%	8%

# Not a retest: two of the compounds above.
# Under each structure: TrxR1 inh	PI4K2A block	HP1b binding inh	GLS inh	mIDH1 inhibitor	Pin1 inhibitor	PGK inhibitor	TrxR1 substrate	USP1-UAF1 inh
> CC(C)C(=O)N1CCc2cc(-c3csc(N)n3)ccc21
    11%	6	-22%	2%	-20%	5%	nt	4%[57.1 µM]	-12%
> CCOP(=O)(Cc1ccc(C(C)(C)CC(C)=O)o1)OCC
    ?	-2	18%	1%	-5%	1%	7%	-1%	8%
